# BAZ2B block: blocks human BAZ2B. AlphaScreen BAZ2B-H3K14Ac peptide displacement. Potency, µM (series often up to 114 µM), for the others: top-dose activity change, negative = inhibition, most hits filed as inhibitors. actives 4.4% (n = 360,000); further: on the % scale 0 is the no-effect control and ±100 the full control effect; nearly all actives have a fitted effect of over 60% in size
#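 Multi-concentration screen (max 110 uM) measuring displacement of acetylated histone H3 peptide from BAZ2B by AlphaScreen, using 50 nM protein, 50 nM peptide and 10 ug/mL streptavidin donor plus Ni-chelate acceptor beads.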
# APEX1 inh: inhibitors of human APE1 endonuclease. P27695. recombinant APE1, TAMRA/BHQ-2 abasic DNA cleavage fluorescence. Potency, µM (titrated, usually from 65.8 µM), inactives show at the highest dose activity change, negative = inhibition, actives largely listed as inhibitors. actives 0.35% (n = 350,000);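 further: plate controls were vehicle for no effect and reference inhibitor for full effect; nearly all actives have a fitted effect of over 55% in size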
#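 Step 1: APE1 (0.75 nM) with compound, 15 min RT. Step 2: add 50 nM fluorophore/quencher THF duplex. Step 3: three fluorescence reads 60 s apart (525/598 nm); read 3 minus read 1 = reaction progress.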
# POLB inh: blocks human DNA polymerase beta activity | Pol beta primer extension/strand displacement, fluorescence kinetic | Potency, µM (top dose mostly 114 µM), inactives show at the highest dose activity change, negative = inhibition, usual class: inhibitors | actives 1.3% (n = 340,000) | P06746; further: on the % scale 0 is the no-effect control and ±100 the full control effect
#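 Values derive from four-parameter Hill fits of normalized kinetic data: reads at 0 and 10 min following addition of 50 nM substrate to 10 nM Pol beta preincubated 15 min with compound.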
# POLK inh: inhibitors of human DNA polymerase kappa. purified Pol kappa, fluorescent DNA synthesis assay, 10 min. Potency, µM (doses to about 107 µM), inactives show at the highest dose activity, negative = inhibition, actives largely listed as inhibitors. actives 0.53% (n = 400,000). AID 588579; further: on the % scale 0 is the no-effect control and ±100 the full control effect
#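 Readout: fluorescence, taken kinetically at 0 and 10 min. Conditions: 10 nM Pol kappa, 15 min RT compound preincubation, 50 nM substrate final. Controls: enzyme-free buffer wells.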
# JMJD2A Tudor inh: blocks the human JMJD2A Tudor domain. O75164. Potency, µM (top dose mostly 114 µM), without a hit: at the highest dose activity change, negative = inhibition, most hits filed as inhibitors. actives 4.4% (n = 390,000). AID 504339. AlphaScreen JMJD2A-Tudor / H3K4me3 peptide binding; further: on the % scale 0 is the no-effect control and ±100 the full control effect; nearly all actives have a fitted effect of over 50% in size
# POLH inh: inhibitors of human DNA polymerase eta; Potency, µM (top dose mostly 114 µM), for inactives: top-dose activity change, negative = inhibition, most hits filed as inhibitors; AID 588591; Q9Y253; recombinant Pol eta, fluorescent DNA replication assay; actives 1.2% (n = 390,000); further: on the % scale 0 is the no-effect control and ±100 the full control effect
#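 Fluorescent replication assay: 50 nM final substrate added after a 15 min room-temperature compound preincubation with 10 nM enzyme. Signal taken at 0 min and again at 10 min.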
# G9a block: G9a (human) methyltransferase inhibition; G9a H3K9 monomethylation, AlphaScreen, 2 h; Potency, µM (series often up to 102 µM), for inactives: top-dose activity, negative = inhibition, most hits filed as inhibitors; actives 8.8% (n = 350,000); further: on the % scale 0 is the no-effect control and ±100 the full control effect; nearly all actives have a fitted effect of over 75% in size
# Target sequence (Q96KQ7 913-1193 limits assumed): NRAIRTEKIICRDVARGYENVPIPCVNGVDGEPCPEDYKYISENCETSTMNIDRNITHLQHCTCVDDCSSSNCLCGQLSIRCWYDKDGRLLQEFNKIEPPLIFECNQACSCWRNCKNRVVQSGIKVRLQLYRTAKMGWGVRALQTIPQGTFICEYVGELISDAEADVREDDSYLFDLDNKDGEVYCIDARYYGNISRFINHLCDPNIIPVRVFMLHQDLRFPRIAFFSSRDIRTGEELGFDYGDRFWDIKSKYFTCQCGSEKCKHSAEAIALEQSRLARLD
#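 Enzyme 20 nM + cpd, 15 min RT; add b-H3K9 pep 500 nM / SAM 20 uM; 2 h RT; anti-H3K9me1 Ab 0.5 ug/mL + SA donor / anti-rabbit acceptor beads 20 ug/mL each, 10 min; AlphaScreen read.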
# BLM helicase inh: blocks DNA unwinding by human BLM helicase | P54132 | recombinant BLM DNA unwinding, fluorescence dequenching | Potency, µM (titrated, usually from 56.1 µM), for inactives: top-dose activity change, negative = inhibition, actives largely listed as inhibitors | actives 0.2% (n = 350,000) | AID 2528;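 further: plate controls were vehicle for no effect and no enzyme for full effect; nearly all actives have a fitted effect of over 35% in size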
# Pol iota inh: blocks human DNA polymerase iota activity; Potency, µM (top dose mostly 115 µM), without a hit: at the highest dose activity, negative = inhibition, actives largely listed as inhibitors; Q9UNA4; AID 588590; actives 1% (n = 390,000); Pol iota fluorescent replication assay, 10 min
# Target sequence (Q9UNA4 whole entry, looked up): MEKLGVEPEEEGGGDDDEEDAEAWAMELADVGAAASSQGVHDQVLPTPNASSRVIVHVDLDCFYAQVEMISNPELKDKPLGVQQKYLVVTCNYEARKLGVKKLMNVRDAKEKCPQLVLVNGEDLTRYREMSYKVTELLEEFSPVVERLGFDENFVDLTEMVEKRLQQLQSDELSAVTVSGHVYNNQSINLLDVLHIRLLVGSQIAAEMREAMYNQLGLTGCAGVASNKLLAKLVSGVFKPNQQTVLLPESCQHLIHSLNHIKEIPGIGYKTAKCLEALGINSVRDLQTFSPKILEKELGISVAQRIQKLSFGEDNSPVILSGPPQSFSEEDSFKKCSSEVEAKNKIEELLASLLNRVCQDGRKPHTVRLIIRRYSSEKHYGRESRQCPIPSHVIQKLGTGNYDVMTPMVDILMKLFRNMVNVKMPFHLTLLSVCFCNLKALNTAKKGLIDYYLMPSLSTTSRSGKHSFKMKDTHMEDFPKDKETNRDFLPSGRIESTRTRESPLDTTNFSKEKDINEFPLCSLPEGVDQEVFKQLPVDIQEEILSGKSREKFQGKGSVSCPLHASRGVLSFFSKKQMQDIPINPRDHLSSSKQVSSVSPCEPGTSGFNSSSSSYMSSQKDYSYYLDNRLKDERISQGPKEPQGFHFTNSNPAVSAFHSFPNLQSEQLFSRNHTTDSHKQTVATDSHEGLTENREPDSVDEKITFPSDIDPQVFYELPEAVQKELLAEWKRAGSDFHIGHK
#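 Fluorescent replication assay read twice, at 0 min and 10 min after adding 50 nM (final) substrate. Enzyme (10 nM) and compounds were first incubated 15 min at room temperature; enzyme-free buffer wells were negative controls.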
# Numbers without * were called inactive; ? = inconclusive; nt = not tested or not shown; [ ] = remark or other dose. The call rests on the fitted dose curve; in most records, active means well fitted curve in the direction sought with a large enough effect; inconclusive means small, poorly fitted or top-dose-only effect, or another doubt; inactive means no such curve, though single readings can be large; an effect the other way counts as inactive or inconclusive. Potency means the concentration at half of the fitted maximal effect. Some of the compounds tested. The share of hits here may be higher or lower than overall.
SMILES,BAZ2B block,APEX1 inh,POLB inh,POLK inh,JMJD2A Tudor inh,POLH inh,G9a block,BLM helicase inh,Pol iota inh
CC(CN1CCC(O)CC1)c1ccccc1 (stereo not given),?,4%,-1%,-9%,2.8µM*,5%,nt,1%,105%[activator]
CCCCCOC(=O)Cn1c(N2CCOCC2)nc2c1c(=O)[nH]c(=O)n2C,12%,-1%,52%,-7%,-18%,-2%,-10%,2%,-9%
O=C(c1cccs1)n1nc(-c2ccco2)nc1SCc1ccccc1,-1%,1%,3%,0%,12%,1%,27%,-7%,7%
C=CCn1c(SCC(=O)NNC(=O)Nc2cccc(Cl)c2)nnc1-c1ccccc1,-14%,-10%,-1%,-9%,-20%,-12%,8%,-3%,9%
CCN(CC)c1ccc2nc3c(=O)n(C)c(=O)n(C)c3nc2c1,-5%,nt,?,17%,-3%,nt,-32%[59 µM],?,147%[activator]
COc1cc(/C=N/N(CCO)C2=NS(=O)(=O)c3ccccc32)cc(OC)c1OC,-10%,40%,-2%,8%,-21%,-9%,1%,-1%,29%
CC(=NNC(=S)N1CCN(c2ccccn2)CC1)c1ccccn1,nt,nt,nt,-5%,56µM*,10%,nt,nt,15%
CC(C)(C)OC(=O)C[C@@H]1C/C=C\C[C@H](CC(=O)NCCO)C(=O)N2CCC[C@@H]2COC1=O,nt,7%,nt,10%,-6%,-15%,nt,nt,17%
Cc1nc(S(=O)(=O)N2CCOCC2)c(C#N)c(C)c1Cl,-25%,3%,26%,-6%,79µM*,6%,81%[activator][59 µM],1%,5%
O=C(NNc1ccc(-c2csnn2)cc1)c1ccccc1C(F)(F)F,0%,-7%,15%,-13%,-9%,-5%,28µM*,-4%,131%[activator]
CC1(C)CC(=O)C=C(Nc2ccccc2O)C1,-6%,1%,16%,-10%,1%,-8%,-34%[12.7 µM],1%,5%
Cc1nc(NC(=O)COC(=O)CCc2nc3ccccc3s2)c(Cl)cc1Cl,-17%,4%,0%,2%,-10%,7%,-3%[59 µM],-5%,-29%
CC1(C)CCC2(C(=O)O)CC[C@]3(C)C(=CCC4[C@]5(C)CCC(O)C(C)(C)C5C(O)C[C@]43C)C2C1 (stereo not given in full),nt,0%,nt,-10%[60.1 µM],nt,nt,-12%[2.33 µM],-6%,nt
O=C(Nc1ccc(N2CCN(C(=O)c3ccc(Cl)cc3)CC2)cc1)c1cccs1,-25%,1%,51%,8%,-5%,-3%,10%,-2%,-19%
CCCn1c(SCC(=O)NCCCN2CCCC2=O)nc2ccccc2c1=O,nt,18%,nt,-15%,-9%,2%,nt,nt,17%
C=CCNc1nc(-c2ccccn2)nnc1-c1ccccc1,0.89µM*,9%,33%,1%,35µM*,-3%,47%[activator],-8%,-26%
CCC1Oc2ccc(C)cc2N(CC(=O)NCCC2=CCCCC2)C1=O (stereo not given),-4%,-2%,-10%,-2%,-10%,-5%,13%[59 µM],-4%,-5%[58.9 µM]
COc1cc(CC(=O)OCC(=O)Nc2ccc(N3CCOCC3)cc2)cc(OC)c1OC,-5%,-1%,0%,2%,-6%,-20%,?,-4%,-9%
Fc1ccc2[nH]c3c(N4CCN(c5ccccc5)CC4)ncnc3c2c1,40µM*,-3%,-26%,2%,?,-16%,?,-9%,?
Cc1ccc(NC(=O)c2ccc(F)cc2)cc1S(=O)(=O)N1CCCCCC1,-5%,-2%,1%,0%,-13%,-23%,4%,-10%,33%[activator]
CC(=O)N1CCN(CC(=O)Nc2ccccc2Sc2ccc(Cl)cc2)CC1,-22%,3%,13%,0%,-8%,-16%,9%[59 µM],-1%,16%
O=C1c2oc3ccc(Cl)cc3c(=O)c2C(c2cccnc2)N1Cc1ccco1 (stereo not given),-5%,1%,2%,nt,nt,nt,?,0%,nt
CC(C)OCCCNc1ncnc2c1cnn2-c1ccccc1,0%,-2%,22%,-7%,-8%,-19%,11%[59 µM],-4%,11%
Cc1cccn2c(=O)c(/C=C(\C#N)S(=O)(=O)c3ccccc3)c(Oc3ccc(Cl)cc3)nc12,-1%,-5%,30%,-10%,-8%,-18%,4%[59 µM],-2%,117%[activator]
O=C(Nc1ccc(N2CCOCC2)nc1)c1ccccc1Cl,-3%,0%,28%,-14%,-8%,1%,nt,-4%,133%[activator]

# Arranged by the number under BLM helicase inh (smallest number first): 6 from the list above
Structure | BLM helicase inh
Fc1ccc2[nH]c3c(N4CCN(c5ccccc5)CC4)ncnc3c2c1 | -9%
Cc1nc(NC(=O)COC(=O)CCc2nc3ccccc3s2)c(Cl)cc1Cl | -5%
O=C(Nc1ccc(N2CCN(C(=O)c3ccc(Cl)cc3)CC2)cc1)c1cccs1 | -2%
COc1cc(/C=N/N(CCO)C2=NS(=O)(=O)c3ccccc32)cc(OC)c1OC | -1%
O=C1c2oc3ccc(Cl)cc3c(=O)c2C(c2cccnc2)N1Cc1ccco1 (stereo not given) | 0%
CC1(C)CC(=O)C=C(Nc2ccccc2O)C1 | 1%

# Full records, looked up by structure.
# COc1cc(CC(=O)OCC(=O)Nc2ccc(N3CCOCC3)cc2)cc(OC)c1OC reads BAZ2B block = -5%; APEX1 inh = -1%; POLB inh = 0%; POLK inh = 2%; JMJD2A Tudor inh = -6%; POLH inh = -20%; G9a block = ?; BLM helicase inh = -4%; Pol iota inh = -9%
# CC(CN1CCC(O)CC1)c1ccccc1 (stereo not given) reads BAZ2B block = ?; APEX1 inh = 4%; POLB inh = -1%; POLK inh = -9%; JMJD2A Tudor inh = 2.8µM*; POLH inh = 5%; G9a block = nt; BLM helicase inh = 1%; Pol iota inh = 105%[activator]

# Further structures.
SMILES,BAZ2B block,APEX1 inh,POLB inh,POLK inh,JMJD2A Tudor inh,POLH inh,G9a block,BLM helicase inh,Pol iota inh
COc1ccc(C)cc1NC(=O)C(c1ccccc1)N1CCNC(=O)C1 (stereo not given),-9%,0%,-18%,nt,nt,nt,50µM*,-4%,nt
CCc1ccc(C(=O)NNC(=O)c2n[nH]c(=O)c3ccccc23)cc1,-3%,0%,nt,7%,-6%,-10%,3%[12.7 µM],nt,-15%
CCC(C)(C)C1CCC2(CC1)NC(CO)(CO)CO2 (stereo not given),14%,14%,54%,-7%,-12%,-3%,11%[59 µM],2%,11%
O=C(NCCCc1nc2ccccc2n1Cc1ccccc1Cl)C1CCCCC1,-16%,nt,8%,4%,3%,-13%,-2%[59 µM],-4%,17%
CN(C1CCCCC1)S(=O)(=O)c1ccc2c(c1)c(=O)c(C(=O)NCc1ccccc1Cl)cn2C,nt,nt,0%,3%,-11%,-20%,-5%[59 µM],-7%,32%[activator]
C=Cc1ccc2c(c1)N(C)C(=C)S2,-26%,2%,-1%,-3%,?,-7%,8.9µM*,-3%,11%
Cc1ccc(Nc2nc(C(=O)N3CCC(C(=O)N4CCN(C)CC4)CC3)cs2)cc1,-7%,2%,13%,-21%,?,-3%,50µM*,1%,7%
Cc1ccc2c(c1)NCC(C(=O)NC1CCC(C)CC1)O2 (stereo not given),-36%,3%,1%,-7%,-32%,-22%,?,-1%,18%
COC(=O)C1=C(C)NC(=O)NC1c1cn(-c2ccccc2)nc1-c1cccs1 (stereo not given),-6%,8%,-5%,-5%,-4%,-8%,-25%[12.7 µM],-5%,6%
CN1CCN(S(=O)(=O)c2ccc(NC(=O)c3ccc(Br)s3)cc2)CC1,-9%,-5%,-2%,-10%,-22%,-7%,-3%[59 µM],-1%,9%
C=CCOc1ccc(/C=C(\C#N)C(=O)Nc2ccccn2)cc1OC,-19%,47%[activator],0%,-6%,-2%,-1%,-7%,-3%,34%[activator]
COc1ccc(/C=C/C(=O)Nn2cnnc2)cc1,-30%,8%,-2%,-6%,-22%,-9%,6%[59 µM],-1%,3%
Cc1ccccc1NC(=O)CSc1nnc(C2CC2)n1CC1CCCO1 (stereo not given),3%,30%,5%,-10%,-10%,-3%,-13%,1%,131%[activator]
Cc1[nH]c2ccccc2c1-c1nc2ccccc2[nH]c1=O,3%,21%,2%,5%,-15%,-6%,0%,-3%,26%
CCCS(=O)(=O)c1c(S(=O)(=O)CCC)c2cnccn2c1C(=O)c1ccc(OC)cc1,-17%,?,-2%,-20%,-12%,5%,50µM*,-3%,20%
O=C(CN1C(=O)COc2ccc(S(=O)(=O)N3CCOCC3)cc21)N1CCN(c2ccc(F)cc2)CC1,-11%,nt,20%,0%,-15%,-20%,8%[59 µM],-2%,19%
CN(C(=O)N1CCN(c2ccccn2)CC1)c1ccccc1,-5%,13%,-22%,-4%,-6%,3%,-32%[59 µM],-1%,-7%
CC(C)CCOc1cccc(OCC(=O)O)c1,-10%,15%,9%,8%,2%,-23%,7%[59 µM],-1%,11%
COc1ccc(OCC(O)CN(C)C(=O)C(C)Oc2ccccc2)cc1 (stereo not given),7%,8%,40%,15%,-22%,-14%,nt,0%,-2%
O=C(NCC1CCCO1)C(c1cccs1)N(C(=O)Cn1nnc(-c2cccs2)n1)C1CCCC1 (stereo not given),0%,-3%,22%,-24%,-20%[57.1 µM],9%,14%[59 µM],1%,19%
COc1ccc(S(=O)(=O)NCCCN2CCCC2=O)c(OC)c1,-1%,8%,51%,10%,2%,-4%,-6%,2%,27%
Cc1ccc2oc(C(=O)N(C)Cc3cnccn3)c(C)c2c1,10%,56%[activator],2%,3%,-3%,-14%,31%,-1%,28%
COCCSc1ccccc1C(=O)NCCCn1ccnc1,-2%,4%,3%,-3%,?,10%,?,3%,?

# Screens as filed in PubChem.
